From PubChem
Dynein cargo inh: dynein cargo transport inhibition. 3617.4 mouse cells, GR-EGFP nuclear translocation imaging; test concentration mostly 20 µM; stimulated with dexamethasone, 1 µM; hits give low values. 220,000 tested, 0.47% active. z-score, hits read low;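 active = plate z-score of nuclear minus cytoplasmic receptor signal below a set negative limit, without overly bright fluorescence or cell loss, cut at about -3.5 in these data, passing the limit was not always enough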;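 also: z-score of nuclear minus cytoplasmic ring GR-EGFP intensity difference per well; some compounds called inactive have numbers as strong as hits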
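medium = tetracycline-free induction medium containing charcoal-stripped FBS | probe or stimulus = dexamethasone, 1.0 µM final | timing = 48 h induction, then 1 h compound, then 30 min agonist, 37 °C | detection = automated 10x imaging of fixed Hoechst-stained cells | read-out basis = nuclear versus cytoplasmic GR-EGFP signal, averaged per well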
Yfh1-off respiration: mitochondrial function rescue without frataxin homolog – Friedreich's ataxia, plus single-dose screen, dose response (AID 1465) | S. cerevisiae Yfh1-off respiration, WST-1 reduction, 72 h; higher fold induction means a stronger effect | fold induction at 50 µM, or EC50 in µM where a hit was titrated | 220,000 tested, 0.074% active;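 active = fold induction of absorbance versus untreated yeast above a set limit, then at least 30% activation at any dose in follow-up; inconclusive = repeats straddling the limit, or above it without dose testing; inactive = fold induction below the set limit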;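 also: activators that raise dye reduction in frataxin-depleted yeast; strong numbers were not always called active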
MT stabilize HCS: microtubule stabilizers in HeLa cells | HeLa tubulin immunostaining HCS, 24 h; share of cells brighter than vehicle mean+2SD | % tubulin-high responders, % at 10 µM | 200,000 tested, 0.83% active | AID 2205;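 active = plate Z-score above 3 for both tubulin-high and condensed-nucleus cell shares, with cell loss under 80%, at 10 µM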;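 also: anti alpha tubulin signal scored within the nucleus-defined area of each cell; some results filed as inactive read as strong as hits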
Insulin prom up: MIN6 insulin promoter up-regulation; 190,000 tested, 0.3% active; z-score at 5 µM; MIN6 insulin promoter-GFP reporter, high-content imaging; hits give high values;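 active = z-score above 3 at 5 µM with at least 500 cells counted in the well; inconclusive = wells under 500 cells, flagged as cytotoxic or low count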
M17LAP inhibition: P. falciparum M17LAP inhibitors, primary screen, biochemical, fluorogenic H-Leu-NHMec substrate, 1536-well (AID 1619). 220,000 tested, 0.38% active. inhibition, % at 30 µM, or IC50 in µM where a hit was titrated. recombinant M17LAP, H-Leu-NHMec fluorogenic kinetic assay; higher % means a stronger effect;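 active = compound inhibiting the enzyme by more than half at any dose during confirmatory dose-response retesting; inconclusive = strong single-dose inhibitors picked by rank but not retested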;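 also: plate controls were full reaction with DMSO carrier for no effect and no enzyme background for full effect; strong numbers were not always called active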
ER stress rescue: rescue of cells from ER stress-induced death, primary screen, 384-well, CSM14.1, thapsigargin, ATP luminescence (AID 1222). CSM14.1 thapsigargin-induced death rescue, ATP luminescence; higher % means a stronger effect. cellular ATP content (survival), % at 20 µM, or EC50 in µM where a hit was titrated. 190,000 tested, under 10 active;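 active = EC50 below 50 µM in the dose-response confirmation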;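 also: death triggered by thapsigargin at about 15 µM added after 2 h compound pretreatment; cell ATP read after overnight thapsigargin exposure of roughly 18 to 22 hours; normalized against plate controls of thapsigargin alone and 5% DMSO vehicle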
Autophagy HCS: modulators of autophagy. calls only at 10 µM (by protocol). 190,000 tested, 0.98% active. MEF GFP-LC3 puncta imaging; test concentration mostly 10 µM;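 active = percentage of spot-positive cells more than 3 SD above its plate mean, without a fluorescence outlier flag or 80% toxicity; inconclusive = no clear call, values can overlap the other calls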;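 also: spot-positive cell cutoff set from DMSO-treated cells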
M1AAP inhibition: malaria alanyl aminopeptidase activity blockers – biochemical, fluorogenic H-Leu-NHMec substrate, 1536-well (AID 1445); 220,000 tested, 0.42% active; one-dose inhibition, % at 30 µM; IC50 in µM for titrated hits; recombinant M1AAP, H-Leu-NHMec fluorogenic kinetic assay; higher % means a stronger effect;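 active = primary inhibition above the hit cutoff, then over 50% inhibition at one or more dose response concentrations, cut at about 23% in these data, passing the limit was not always enough; inconclusive = conflicting primary data, or primary hits not chosen for dose response; inactive = low primary inhibition, or under 50% at every dose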;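 also: plate controls were DMSO full reaction for no effect and no enzyme background for full effect; strong numbers were not always called active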
Lipid droplet: hepatic lipid droplet formation modulation. AML12 mouse hepatocytes, oleate lipid droplets, BODIPY imaging. inhibition, % at 6.5 µM. 240,000 tested, 0.4% active. AID 1656;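 active = lipid droplet intensity inhibited by at least 50%, with more than 500 cells counted; inconclusive = wells with under 300 cells, treated as cytotoxic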
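Assay system: AML12 hepatocytes (mouse) / Also added: 100 µM oleic acid challenge / Times: overnight treatment with compound plus oleate / Detection: high-content imaging of BODIPY-stained droplets and DAPI nuclei / Evaluation: % inhibition of lipid droplet signal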
Dynein cargo inh cytoplasmic EGFP: second read-out of Dynein cargo inh, no call of its own (marks repeat the call); z-score; measured here: cytoplasmic GR-EGFP intensity; hits give high values
Dynein cargo inh nuclear GR-EGFP: recorded beside Dynein cargo inh, whose call it bears; z-score; measured here: nuclear GR-EGFP intensity;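 lower value marks the stronger effect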
Dynein cargo inh cell count: also measured in Dynein cargo inh; calls as there; z-score; measured here: cell count per field
Insulin prom up cell count: recorded beside Insulin prom up, whose call it bears; cell count; measured here: cytotoxicity, nuclei count;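 total cells summed across four imaged fields per well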
Lipid droplet cells 6.5 µM: also measured in Lipid droplet; calls as there; cell count; measured here: cell count, cytotoxicity flag;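 cells counted across two imaged fields per well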
MT stabilize HCS Hoechst-high %: further read-out of MT stabilize HCS, marked with its call; % Hoechst-high responders; measured here: nuclear condensation Hoechst responders;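 share of cells brighter than vehicle mean plus two SD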
MT stabilize HCS cytotoxicity %: recorded beside MT stabilize HCS, whose call it bears; toxicity, %; measured here: cytotoxicity by cell density;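 0% = mean cell density of plate MIN control wells and 100% = no cells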
Autophagy HCS cell loss 18 h: second read-out of Autophagy HCS, no call of its own (marks repeat the call); toxicity, %; measured here: cell loss, nuclei count;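 cell loss after 18 h compound exposure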
The depositor's hits bear a star; i = inactive; ? = inconclusive; . = not tested or not shown.

Molecule	Dynein cargo inh	Dynein cargo inh cytoplasmic EGFP	Dynein cargo inh nuclear GR-EGFP	Dynein cargo inh cell count	Yfh1-off respiration	MT stabilize HCS	MT stabilize HCS Hoechst-high %	MT stabilize HCS cytotoxicity %	Insulin prom up	Insulin prom up cell count	M17LAP inhibition	ER stress rescue	Autophagy HCS	Autophagy HCS cell loss 18 h	M1AAP inhibition	Lipid droplet	Lipid droplet cells 6.5 µM
CC(/C=C/c1ccccc1F)=N\NC(=O)c1ccccc1	1.2	-0.21	0.616	-0.94	i	4.1	2.1	1.9	-0.12	1091	19.1%	-0.8%	i	1.9	4.8%	8.1	761
Cc1ccc(CN2CCN(/N=C/c3cc(Br)ccc3O)CC2)cc1	0.833	-0.205	1.17	-0.361	i	2.2	1.8	6.1	-0.33	1616	3.8%	-2.2%	i	21.2	3.6%	.	.
C=CCn1c(SCC(=O)Nc2ccccc2)nc2scc(-c3cccs3)c2c1=O	-0.442	0.253	0.528	1.29	i	3.5	1.4	7.8	-0.48	938	13.0%	-2.4%	i	-14.5	-4.6%	6.8	828
CC1CCN(CC(=O)c2cccs2)CC1	-0.0384	-0.13	0.198	0.19	i	3.4	1.5	7.8	-0.17	1665	1.4%	-0.5%	i	-12.6	-2.3%	0.8	681
COc1ccc(C(=O)NC2CCN(C(=S)Nc3cccc(C)c3)CC2)cc1	0.663	-0.186	-0.252	-0.168	i	1.5	1.5	0.8	.	.	9.7%	-0.5%	i	-4.1	2.1%	.	.
COc1cc(O)c(C(CCN2CCCCC2)c2cc(OC)c(OC)c(OC)c2)c(OC)c1 (centres undefined)	-0.189	-0.788	0.00219	0.0672	i	.	.	.	1.72	652	8.0%	.	.	.	9.9%	-0.7	676
COCCNC(=O)c1cc(S(=O)(=O)N(C)c2ccccc2OC)ccc1C	0.46	-0.152	0.314	0.416	i	.	.	.	0.02	1097	11.5%	.	.	.	-3.0%	-0.3	604
Cc1ccccc1C(=O)Oc1ccccc1C(=O)N1CCOCC1	-0.399	-0.2	0.097	0.593	i	3.1	2.2	7.7	.	.	17.0%	-0.3%	i	-7.8	-3.6%	16.9	697
O=C1CC(c2ccco2)Cc2nc(Nc3nc(-c4ccccc4)c4ccccc4n3)ncc21 (centres undefined)	-0.807	-0.399	-0.0934	0.379	.	6.0	1.0	0.3	-1.28	787	-7.6%	1.2%	i	29.4	7.8%	.	.
COc1ccc2c(c1)-c1nc(/N=C/c3ccc(O)c(OC)c3)sc1CC2	0.169	-0.217	0.201	-0.253	i	1.8	1.8	1.2	-0.1	1352	-3.6%	-0.8%	i	2.3	5.7%	-3.7	542
CCCN(CCC)S(=O)(=O)c1ccc(NC(=O)C2CCCO2)cc1 (centres undefined)	1.48	-0.24	0.427	0.14	i	3.8	2.0	2.6	.	.	2.2%	-0.2%	i	8.2	1.1%	7.2	728
COc1ccc(NC(=S)N(CCCN2CCCC(C)C2)Cc2cccs2)cc1 (centres undefined)	-0.157	-0.287	0.0803	-0.278	i	2.2	2.0	7.7	-0.76	1243	2.3%	0.9%	i	-7.3	10.0%	4.3	780
COCCN=C1NC(=O)C(CC(=O)Nc2cccc(Cl)c2C)S1 (centres undefined)	-0.202	-0.265	-0.645	1.39	i	3.0	1.1	0.4	0.83	1254	12.1%	-0.1%	i	-6.1	5.6%	-11.8	681
O=C(Nc1ccc(F)cc1F)c1cc2ncc(CCCl)cn2n1	2.27	-0.142	0.892	-1.41	i	5.7	1.8	4.7	0.45	1431	5.1%	1.2%	i	-2.4	3.7%	24.3	763
NC(N)=N/N=C/c1cccc([N+](=O)[O-])c1O	1.33	-0.329	1.25	0.669	i	3.3	1.0	1.6	0.84	1609	3.5%	-1.3%	i	-7.7	-0.6%	1.4	701
Cc1cc(C(=O)N/N=C/c2cc(Br)ccc2OC(=O)c2ccccc2Cl)n[nH]1	-0.485	-0.236	-0.706	0.883	i	1.2	1.2	17.0	-0.47	1285	7.3%	-0.1%	i	18.5	15.8%	7.5	622
CC(=O)Nc1nc2ccccc2n1Cc1ccccc1C	0.0292	-0.203	0.122	0.155	i	2.3	2.2	6.8	0.13	1269	-18.3%	.	i	-9.0	6.0%	0.3	708
COCC(C)OC(=O)c1c(N)n(CCCN2CCOCC2)c2nc3ccccc3nc12 (centres undefined)	-0.0312	-0.2	-0.0353	0.658	i	.	.	.	-0.12	1101	-395.8%	.	.	.	13.4%	2.4	736
Cc1ccc(NC(=O)/C=C/c2cccs2)c([N+](=O)[O-])c1	0.587	0.316	0.0844	0.0384	i	1.7	1.7	2.8	-0.66	1366	-8.1%	-1.0%	i	1.2	-2.1%	.	.
COc1cc([N+](=O)[O-])ccc1NC(=O)CC1SC(=Nc2ccc(F)cc2)N(CCC2=CCCCC2)C1=O (centres undefined)	0.126	-0.242	0.103	0.305	i	1.7	2.1	11.3	?	.	0.1%	-0.6%	i	8.9	3.3%	-9.2	674
CC(=O)N1CCN(C(=S)NC(=O)C23CC4CC(CC(C4)C2)C3)CC1	0.235	-0.223	0.391	0.179	i	1.9	3.7	8.2	0.12	1265	-2.4%	0.5%	i	5.5	-2.1%	24.6	694
O=[N+]([O-])c1cc(CN2CCOCC2)c2cccnc2c1O	-0.709	-0.3	-0.479	0.426	?	4.9	1.0	11.0	0.97	1669	0.8%	0.4%	i	-6.3	-5.2%	-0.2	655
O=C(/C=C/c1cccs1)c1ccc(N2CCOCC2)cc1	-0.694	-0.207	-0.325	0.149	i	2.8	2.1	9.4	0.1	1274	6.4%	-0.9%	i	2.9	14.2%	-6.1	717
CCCNC(=S)N1CCCC(c2nc3ccccc3[nH]2)C1 (centres undefined)	0.455	-0.324	0.231	-0.415	i	3.6	2.7	9.6	-0.22	1207	-1.4%	1.3%	i	37.3	6.0%	-3.4	662
COc1cc(S(=O)(=O)N2CCN(C(=O)c3ccccc3)CC2)c(OC)cc1Br	0.568	-0.135	0.312	-0.875	i	2.7	2.4	8.2	0.15	1562	15.6%	4.7%	i	-11.0	12.1%	-18.0	549
CCOc1ccc(NC(=S)NC(=O)c2ccco2)cc1	-0.824	-0.779	-0.271	0.375	i	.	.	.	-0.19	975	6.3%	.	.	.	13.4%	-0.6	868
C=C(C)C(=O)O[C@H]1C/C(C)=C\C(=O)/C=C(\C)[C@H](O)[C@@H]2OC(=O)C(=C)[C@@H]21	-3.23	2.73	-2.22	-0.88	i	.	.	.	.	.	-7.7%	.	.	.	-8.2%	-2.4	702
C=CCc1cccc(CNc2nc3ccccc3n2CCN2CCOCC2)c1O	0.208	-0.256	0.0893	0.378	i	4.2	2.9	7.5	.	.	1.1%	-2.8%	i	12.4	1.7%	-15.4	701
CCn1c(SCc2ccc(Cl)cc2)nc2nc3c(cc2c1=O)CCCC3	-0.0303	-0.283	0.417	-0.136	i	3.5	3.6	11.4	-0.77	2093	-12.6%	-2.4%	i	8.7	-3.1%	-6.9	623
COc1ccc(CC(=O)NNC(=S)NCC2CC2)cc1OC	-0.208	-0.244	0.326	0.614	i	.	.	.	-0.95	924	10.9%	.	.	.	3.7%	.	.
Cc1ccc(/C(O)=C2\C(=O)C(=O)N(CC(C)O)C2c2ccccn2)cc1 (centres undefined)	0.282	-0.27	0.0492	0.099	i	3.8	2.7	10.8	0.65	1618	22.2%	-1.0%	i	-2.7	0.5%	-1.2	718
Nc1ccccc1C(=O)Nc1cccc(C(=O)O)c1	-0.0381	-0.334	0.0611	0.145	i	6.3	3.7	7.7	0.17	1674	5.1%	-0.8%	i	11.3	10.9%	.	.
COc1ccc(-n2c(=O)/c(=C\c3cccs3)s/c2=C(/C#N)C(=O)N2CCN(C)CC2)cc1	1.58	-0.0118	0.52	-1.77	i	3.7	1.2	8.0	1.14	1163	-2.0%	-1.6%	i	1.0	6.0%	14.8	693
O=C(NCCN1C(=O)S/C(=C\c2cccnc2)C1=O)c1cc(S(=O)(=O)N2CCOCC2)ccc1F	-0.909	-0.131	-0.414	0.29	i	.	.	.	0.22	1103	-1.8%	.	.	.	4.1%	6.3	702
O=C(COc1c(Br)cc(Br)c2cccnc12)Nc1ccccc1F	0.03	-0.247	0.45	-0.17	i	1.7	2.4	8.7	0.26	1636	-0.4%	-0.8%	i	24.6	13.4%	0.5	718
O=C1C2=C(SCCS2)C(=O)N1c1ccccc1	0.861	-0.216	0.303	-0.828	i	7.2	5.6	9.7	-0.22	1296	3.9%	.	i	-20.5	11.8%	.	.
CCOC(=O)CNC(=O)C(=O)c1c(O)[nH]c2ccccc12	-0.223	-0.278	0.161	1.2	i	4.0	2.5	9.6	-0.55	1344	9.8%	0.7%	i	-2.2	-0.6%	2.9	772
S=c1[nH]nc(-c2ccc(Cl)cc2)n1CCCN1CCOCC1	0.851	-0.127	0.791	-0.553	i	2.4	3.2	2.1	-0.32	1265	-4.8%	0.5%	i	-5.7	-1.3%	2.3	692
